# EBI2 antag – antagonists of human EBI2 receptor; P32249; hit rate 0.81% among 360,000; inhibition, % at 5 µM; AID 651636; EBI2 beta-arrestin recruitment, luminescence, 7a,25-OHC stimulated; in the data active = inhibition above about 38%;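 note: enzyme fragment complementation signal reports receptor beta-arrestin coupling in cells; 0% = agonist plus DMSO wells and 100% = wells without agonist; some results beyond the cut were filed as inactive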
# Target sequence (P32249 whole entry, looked up, the tested form may be a part): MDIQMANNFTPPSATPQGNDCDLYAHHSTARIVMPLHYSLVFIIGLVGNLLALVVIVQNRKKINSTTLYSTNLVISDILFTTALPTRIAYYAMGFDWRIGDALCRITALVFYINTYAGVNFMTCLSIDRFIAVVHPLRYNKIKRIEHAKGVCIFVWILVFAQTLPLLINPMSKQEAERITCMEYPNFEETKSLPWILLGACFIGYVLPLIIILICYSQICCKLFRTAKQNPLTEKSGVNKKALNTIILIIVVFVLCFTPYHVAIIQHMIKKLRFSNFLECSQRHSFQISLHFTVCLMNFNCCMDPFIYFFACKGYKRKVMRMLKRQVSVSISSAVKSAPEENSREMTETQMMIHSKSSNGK
# CXCR6 block – inhibitors of human CXCR6 receptor | AID 602244 | inhibition, % at 20 µM | O00574 | hit rate 0.36% among 360,000 | CHO-K1 PathHunter CXCR6 beta-arrestin, luminescence; in the data active = inhibition above about 34%, passing the limit was not always enough;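 note: antagonist mode with CXCL16 agonist at 10 nM final; 0% = 10 nM CXCL16 with DMSO and 100% = unstimulated wells without agonist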
# Target sequence (O00574 whole entry, looked up): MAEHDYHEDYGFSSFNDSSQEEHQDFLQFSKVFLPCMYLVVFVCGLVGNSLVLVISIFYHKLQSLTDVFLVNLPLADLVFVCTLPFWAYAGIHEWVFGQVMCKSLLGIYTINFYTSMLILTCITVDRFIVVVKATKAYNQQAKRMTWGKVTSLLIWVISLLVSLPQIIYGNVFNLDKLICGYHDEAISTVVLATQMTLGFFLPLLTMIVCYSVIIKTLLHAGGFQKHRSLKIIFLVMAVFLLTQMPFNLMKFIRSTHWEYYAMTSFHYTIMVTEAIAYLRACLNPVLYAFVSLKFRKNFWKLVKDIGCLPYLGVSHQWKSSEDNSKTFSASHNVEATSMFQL
# NR3A LBD binder – modulators (binders) of human NR3A ligand-binding domain; hit rate 2.5% among 340,000; NR3A LBD differential scanning fluorimetry, Tm shift; 0% = protein alone, 100% = glycine-bound protein; Tm shift relative to glycine control, % at 25 µM; AID 1259313;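 active = melting temperature shift of at least 10% of the positive control shift, at one fixed dose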
# APOBEC3A inh – inhibitors of human APOBEC3A DNA deaminase; P31941; recombinant A3A, FAM/TAMRA ssDNA deamination fluorescence; inhibition, % at 20 µM; hit rate 0.41% among 330,000;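 active = at least 40% inhibition at 20 µM here, with at most 30% in a related deaminase screen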;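 note: plate controls were A3A with DMSO for no effect and wells lacking A3A enzyme for full effect; some results filed as inactive read as strong as hits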
# Target sequence (P31941 whole entry, looked up): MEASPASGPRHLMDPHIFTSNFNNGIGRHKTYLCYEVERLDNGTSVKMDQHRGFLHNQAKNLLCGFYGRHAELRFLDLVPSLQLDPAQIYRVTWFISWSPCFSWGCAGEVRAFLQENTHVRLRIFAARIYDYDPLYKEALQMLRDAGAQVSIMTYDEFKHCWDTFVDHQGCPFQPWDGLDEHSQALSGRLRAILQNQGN
# CCR6 antag – antagonists of human CCR6 receptor. hit rate 0.49% among 340,000. CHO-K1 CCR6 PathHunter beta-arrestin, luminescence, CCL20-stimulated. inhibition, % at 20 µM;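 active = compounds whose inhibition of the agonist-driven luminescence signal at 20 µM reaches about 50%, limit read from the data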;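 note: cells stimulated with CCL20 at 14 nM final; plate controls were DMSO with CCL20 for no effect and DMSO without agonist for full effect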
# APOBEC3G inh – inhibitors of human APOBEC3G DNA deaminase; hit rate 0.28% among 330,000; AID 493012; inhibition, % at 20 µM; recombinant A3G, ssDNA deamination FAM/TAMRA fluorescence;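 active = inhibition of at least 40% at 20 µM, with no more than 30% in the related APOBEC3A deaminase screen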;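 note: plate controls were DMSO wells with A3G for no effect and wells lacking A3G enzyme for full effect; some compounds called inactive have numbers as strong as hits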
# Gli-Sufu block – Gli-Sufu pathway antagonism; Sufu-KO-LIGHT fibroblasts, Gli luciferase reporter luminescence; inhibition, % at 5 µM; hit rate 0.74% among 340,000; AID 588413;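 active = inhibition above about 55%, limit read from the data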;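 note: 0% = DMSO-treated cells and 100% = wells with medium but no cells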
# MPTP inh – permeability transition pore inhibition. isolated mouse mitochondria, Ca2+ swelling absorbance, 30 min. inhibition, % at 10 µM. hit rate 1.4% among 360,000. AID 602449;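 active = inhibition of 50% or more, scaled per plate between neutral and stimulator controls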;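 note: 0% = DMSO wells given calcium and 100% = 1 mM EGTA wells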
# The depositor's hits bear a star; . = no result given.
SMILES,EBI2 antag,CXCR6 block,NR3A LBD binder,APOBEC3A inh,CCR6 antag,APOBEC3G inh,Gli-Sufu block,MPTP inh
CCOC(=O)CNC(=O)CSc1nnc(NC(=O)c2ccc(C)cc2)s1,-2.6,-6.4,-0.6,1.8,-2.3,-8.0,14.1,-1.5
Cc1ccc(C(=O)N/C(=C/c2ccco2)C(=O)OCN2C(=O)c3ccccc3C2=O)cc1,-6.0,5.6,-2.4,2.9,21.7,-1.7,-1.7,0.1
O=C(COC(=O)c1ccc[nH]c1=O)NC1CC1,-5.3,0.4,0.3,-1.3,-7.5,-5.7,-11.6,-1.2
Cc1cccc(-c2noc(CCC(=O)Nc3ccccc3)n2)c1,-3.2,-8.8,-4.9,-0.7,10.3,8.4,1.0,1.0
COc1ccc(S(=O)(=O)N(C)C[C@H]2Oc3ccc(NC(=O)C4CC4)cc3C(=O)N([C@H](C)CO)C[C@@H]2C)cc1,-3.8,3.4,-1.5,-4.0,10.8,-9.5,8.4,0.1
CC1CCN(C(=O)CCCOc2ccc(Cl)cc2)CC1,33.8,-5.1,0.8,-1.5,8.8,0.7,-26.0,-1.3
CN(C)CCCNC(=O)CC1C[C@H](C(=O)N2CCCCC2)[C@@]2(CCc3ccccc3)c3[nH]c4ccccc4c3CCN2C1=O (some centres undefined),-12.2,2.4,-1.5,-6.1,4.4,-7.6,6.3,-3.1
O=C(Nc1ccc(Cc2ccncc2)cc1)C1CCC(N2C(=O)C3C4C=CC(C5CC45)C3C2=O)CC1 (centres undefined),10.7,2.0,1.3,-1.6,5.2,-1.6,41.4,25.7
Cc1cccc(NC(=O)CN(CC2CCCO2)C(=O)c2ccc(S(C)(=O)=O)cc2)c1C (centres undefined),-1.3,0.8,3.3,-5.3,13.2,-12.6,-1.2,-1.4
CCOc1ccccc1NC(=O)COC(=O)C1CCC(=O)N1 (centres undefined),-2.4,0.4,-2.4,-0.4,3.7,-5.4,3.1,-1.3
Cc1ccccc1OCc1nc(C#N)c(N2CCCC2)o1,3.1,4.9,-1.2,-0.5,0.9,-1.8,-2.6,0.2
CCN1CCN(C(=O)CN(CCc2ccccc2)S(C)(=O)=O)CC1,-2.4,-0.2,0.5,-6.0,-0.3,-8.6,5.5,1.0
O=C(Nc1ccc(N2CCOCC2)cc1)c1cn2ccccc2n1,-5.7,-12.6,0.1,-6.4,5.1,-4.2,0.1,-2.5
O=C1CSC(c2ccccn2)N1c1ccc(Br)cc1 (centres undefined),6.9,10.0,0.1,0.5,-0.1,-6.8,17.8,-4.6
Cc1ccc(N(O)C(=O)NCCCCNC(=O)N(O)c2ccc(C)cc2)cc1,-15.5,-10.1,-15.2,-7.1,-5.3,-6.4,-37.0,1.5
O=C(O)CN1C(=O)/C(=C\c2cc([N+](=O)[O-])ccc2OCc2ccccc2Cl)SC1=S,12.6,3.7,-4.5,-2.1,15.1,2.1,8.4,0.5
O=C(CSc1ccc(Cl)cc1)Nc1cccc(-c2nnc(-c3ccco3)o2)c1,7.9,4.4,10.7*,7.9,20.5,1.3,-78.5,69.9*
Cc1ccc(Cc2c(C)nc3nc(SCC(=O)NCCCN4CCCC4)nn3c2C)cc1,-3.9,10.0,0.8,-2.7,6.0,-7.7,7.8,-0.1
CCN(CC)CCNC(=O)C(=O)NCC1OCCN1S(=O)(=O)c1cccs1 (centres undefined),-1.2,0.4,0.9,-2.2,2.4,-8.6,3.9,-0.7
CC1CCCC(NC(=O)Nc2cccs2)C1C (centres undefined),-8.2,-3.6,0.5,1.2,-4.6,-1.3,0.5,4.0
O=C(Nc1ccc(S(=O)(=O)Nc2cnc3ccccc3n2)cc1)c1cccc(OC(F)F)c1,-10.3,2.8,10.6*,-2.8,7.4,-5.5,12.4,0.5
CCOc1ccc(OCCC(=O)N2CCN(S(=O)(=O)c3cccc(F)c3)CC2)cc1,14.5,-4.2,1.9,8.2,15.0,14.5,3.4,-0.8
CCOc1nc(OCC)c2cnn(C)c2n1,2.4,0.7,0.8,2.9,-2.8,5.6,-22.0,0.0
CCOC(=O)Nc1c(C)n(C)n(-c2ccccc2)c1=O,6.7,-7.8,1.8,-5.3,4.3,-7.9,-2.4,-1.8
Cc1ccc2[nH]c(=O)c(CN(CC3CCCO3)C(=O)c3cccs3)cc2c1 (centres undefined),-4.0,9.1,1.6,2.6,21.4,-8.7,-5.2,0.2
CN(C)CCSc1nc(N)c2c3c(sc2n1)COC(C)(C)C3,-14.8,-7.2,-3.1,3.8,1.7,1.3,52.5,-1.8
Cc1cc(=O)[nH]c(SCC(=O)Nc2cccc3ccccc23)c1C#N,-7.5,6.5,0.7,-1.5,-26.0,-3.3,6.7,41.2
CCN(CCO)Cc1csc2ccccc12,-3.5,5.3,0.8,1.0,-1.4,-0.3,6.6,24.9
COC(=O)Cc1nnc(NC(=O)c2ccccc2)s1,4.3,-2.6,-0.2,-3.8,-2.9,-0.2,2.5,-0.8
CCN=C1S/C(=C\c2cn(C(C)=O)nc2-c2ccccc2)C(=O)N1CC,8.8,-1.4,0.9,-4.9,-9.2,-5.8,13.8,3.2

# Profiles as entered above. Order of screens: EBI2 antag, CXCR6 block, NR3A LBD binder, APOBEC3A inh, CCR6 antag, APOBEC3G inh, Gli-Sufu block, MPTP inh
# O=C(Nc1ccc(Cc2ccncc2)cc1)C1CCC(N2C(=O)C3C4C=CC(C5CC45)C3C2=O)CC1 (centres undefined) in the list: 10.7, 2.0, 1.3, -1.6, 5.2, -1.6, 41.4, 25.7
# O=C1CSC(c2ccccn2)N1c1ccc(Br)cc1 (centres undefined) in the list: 6.9, 10.0, 0.1, 0.5, -0.1, -6.8, 17.8, -4.6
# COC(=O)Cc1nnc(NC(=O)c2ccccc2)s1 in the list: 4.3, -2.6, -0.2, -3.8, -2.9, -0.2, 2.5, -0.8

# Reformatted with two lines to a compound: part of the list above.
# Results follow in this order: EBI2 antag, CXCR6 block, NR3A LBD binder, APOBEC3A inh, CCR6 antag, APOBEC3G inh, Gli-Sufu block, MPTP inh
CCOC(=O)Nc1c(C)n(C)n(-c2ccccc2)c1=O
    6.7, -7.8, 1.8, -5.3, 4.3, -7.9, -2.4, -1.8
O=C(Nc1ccc(S(=O)(=O)Nc2cnc3ccccc3n2)cc1)c1cccc(OC(F)F)c1
    -10.3, 2.8, 10.6*, -2.8, 7.4, -5.5, 12.4, 0.5
CCN(CC)CCNC(=O)C(=O)NCC1OCCN1S(=O)(=O)c1cccs1 (centres undefined)
    -1.2, 0.4, 0.9, -2.2, 2.4, -8.6, 3.9, -0.7
O=C(CSc1ccc(Cl)cc1)Nc1cccc(-c2nnc(-c3ccco3)o2)c1
    7.9, 4.4, 10.7*, 7.9, 20.5, 1.3, -78.5, 69.9*
CN(C)CCSc1nc(N)c2c3c(sc2n1)COC(C)(C)C3
    -14.8, -7.2, -3.1, 3.8, 1.7, 1.3, 52.5, -1.8

# Next results follow:
SMILES,EBI2 antag,CXCR6 block,NR3A LBD binder,APOBEC3A inh,CCR6 antag,APOBEC3G inh,Gli-Sufu block,MPTP inh
Cc1ccc(Cl)cc1NC(=S)N/N=C/c1cccc2ccccc12,-6.5,6.6,9.6,-7.3,9.8,1.8,2.7,3.0
O=[N+]([O-])c1ccc(CSc2nnc3ccccn23)cc1,0.1,-4.7,-0.9,-4.1,9.8,-14.4,-4.4,-2.4
CSc1nc(N)nc(SCC(=O)OC(C)C)c1C#N,5.8,1.0,-2.3,0.1,7.1,-0.6,-9.5,2.1
CCOc1ccccc1NS(=O)(=O)c1ccc2c(c1)n(C)c(=O)c(=O)n2C,-1.2,-1.7,-1.5,0.5,-1.0,-3.6,2.6,1.6
CCN=C(NCC)SC1CC(=O)N(c2cccc(OCC)c2)C1=O (centres undefined),0.1,-0.4,-1.9,-0.6,1.5,1.4,2.8,0.5
C#CC[N+](CC)(CC)CC#Cc1cccc(Cl)c1,-5.6,2.1,-0.4,2.6,-10.8,0.6,-20.0,-1.1
Nc1[nH]n2c(=O)cc(-c3ccccc3)nc2c1N=Nc1ccccc1,7.0,26.2,15.8*,-3.5,51.0*,-3.1,-1.1,3.6
CCCCNC(=O)c1cc(-c2ccc(F)cc2)on1,-5.1,4.1,-1.5,3.8,-6.0,-0.6,-56.4,-2.2
Cc1ccc(NC(=O)c2cnc(SCC(=O)NCC3CCCO3)n(C)c2=O)cc1 (centres undefined),5.0,10.9,-0.9,0.0,20.4,0.0,-3.5,-0.9
COc1ccc(N2CCN(CCCNC(=O)CN3C(=O)COc4ccccc43)CC2)cc1,2.2,0.0,2.2,-0.2,16.9,5.1,39.1,-0.5
CC1(C)c2cc(Cl)ccc2-n2c1cc(O)c(-c1ccccc1)c2=O,8.3,22.2,-2.9,0.7,5.0,-2.5,2.6,3.4
CCCc1c(O)nc(SCCN(CCC)CCC)[nH]c1=O,4.8,-3.2,-1.3,0.4,-14.8,-10.8,1.7,0.4
CCOc1ccccc1N/C=C(\C#N)c1nc2ccccc2n1C,18.0,5.3,1.7,6.5,17.3,-2.0,9.4,1.1
COC(=O)C1CSC(C(=O)OC)N1C(=O)CN1CCN(c2ccccc2)CC1 (centres undefined),2.2,-2.3,-0.8,2.7,7.2,-5.0,10.7,0.9
NS(=O)(=O)c1ccc(NC(=S)NC(=O)c2ccc(-c3ccccc3)cc2)cc1,-24.0,15.2,0.8,-2.4,21.2,-3.5,31.1,3.4
Cc1ccc(C(C(=O)NCc2ccccc2)N(C(=O)c2ccccn2)c2ccccc2)o1 (centres undefined),-2.3,4.5,-3.3,-1.0,9.4,-8.5,-11.6,-0.8
Cc1ccc(C(=O)N2CCC3(CC2)NCCc2[nH]cnc23)cc1,1.2,-3.6,-0.5,-0.8,22.2,-1.5,5.8,1.6
O=C(NNC(=O)c1ccc2nc[nH]c2c1)c1ccccc1,-11.8,-3.5,2.4,-1.4,4.1,-4.3,6.9,-2.3
CCCOc1ccccc1/C=C(\C#N)C(=O)Nc1cccc(C)n1,-14.9,4.2,2.1,-3.4,4.2,-7.8,-3.6,0.0
CCOC(=O)CNC(=O)CN1CCC(c2nc3ccccc3[nH]2)CC1,2.4,1.9,-0.1,-3.9,-6.6,-5.9,1.5,-0.6
CCCN(CC(=O)Nc1ccccc1C)C(=O)CCCc1c[nH]c2ccccc12,0.6,1.6,-0.3,-5.9,8.3,-6.4,-7.4,-2.2
Cc1cccc(/C=C2\Sc3ccc(C(=O)N4CCOCC4)cc3N(C)C2=O)c1,10.0,-1.8,0.7,0.7,0.8,-0.9,6.3,-1.9
COC(=O)CSc1ncnc2c1cnn2Cc1ccccc1,-25.8,-1.5,2.1,-3.4,-3.8,-3.8,-4.4,-1.5
Cn1c(=O)n(C)c2cc([N+](=O)[O-])c(N3CCN(C(=O)c4ccc(Cl)cc4)CC3)cc21,19.8,6.7,3.6,-5.8,3.6,-7.3,.,0.4
CC(=O)Nc1ccc(-c2csc(NC(=O)CC(NC(C)=O)c3ccccc3)n2)cc1 (centres undefined),-8.6,8.6,-1.0,0.5,18.5,-2.9,0.4,-1.2
Nc1ccc(S(=O)(=O)NNC(=O)C(=O)NNc2ccccn2)cc1,-6.5,-10.9,-1.6,-7.5,-3.8,-9.7,1.9,0.2
COc1ccc(-c2cc(C(=O)NC3CCCC3)no2)cc1,19.0,4.5,-3.5,-3.0,7.8,-15.2,-31.7,-2.9
COc1ccc(NC(=O)COC(=O)CNS(=O)(=O)/C=C/c2ccccc2)cc1OC,6.5,-3.7,1.2,-4.3,7.1,-5.9,17.3,1.1
O=c1sc(N2CCN(c3ccccc3F)CC2)nc2ccsc12,-22.7,6.4,-1.7,-2.8,7.7,-4.4,-63.8,1.2
CCn1c(=N)n(CC(=O)C(C)(C)C)c2ccccc21,9.0,-0.9,1.0,-0.2,8.3,-7.5,-5.8,-0.6
O=C(CNC(=S)N(CCCN1CCOCC1)Cc1cccs1)NCc1ccc(Cl)cc1,-0.7,3.6,1.1,-8.6,3.1,-5.9,2.8,-0.2
O=c1[nH]sc2ccccc12,8.1,14.0,3.4,.,23.1,.,54.5,2.0
CS(=O)(=O)Nc1ccccc1C(=O)NCCSc1ccc(Cl)cc1,7.5,2.1,-7.7,-0.5,-1.1,-2.8,-4.3,1.6
COc1ccc(Cl)cc1CN1CCOCC1,5.9,6.5,0.9,-0.1,-1.9,-4.5,4.9,-3.4

# Source: PubChem BioAssay (Sanford-Burnham Center for Chemical Genomics)
